AmpC no deterg: AmpC beta-lactamase inhibition without detergent | AmpC nitrocefin hydrolysis, absorbance 480 nm, 0.0001% Triton | Potency, µM (highest dose often 57.1 µM), without a hit: at the top dose activity change, negative = inhibition, hits mostly inhibitors | 330,000 tested, 0.52% active | AID 485341;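 also: potency is read from the fitted curve at half-maximal effect; plate controls were no compound for no effect and no enzyme for full effect; nearly all actives have a fitted effect of over 20% in size; some results filed as inactive show a strong effect at the top dose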
Target sequence (P00811 whole entry, looked up): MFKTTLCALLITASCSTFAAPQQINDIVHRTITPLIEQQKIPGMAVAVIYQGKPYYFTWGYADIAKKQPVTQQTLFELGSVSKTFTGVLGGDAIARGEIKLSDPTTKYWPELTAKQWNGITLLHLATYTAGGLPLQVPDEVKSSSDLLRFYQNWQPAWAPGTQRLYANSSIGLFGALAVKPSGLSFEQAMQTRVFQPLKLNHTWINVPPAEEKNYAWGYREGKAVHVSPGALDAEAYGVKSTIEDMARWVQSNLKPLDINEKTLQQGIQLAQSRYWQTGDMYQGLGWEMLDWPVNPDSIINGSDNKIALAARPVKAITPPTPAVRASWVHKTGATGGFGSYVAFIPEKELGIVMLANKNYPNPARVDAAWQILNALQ
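AmpC (5.3 nM in the dispensed reagent) in 20 mM phosphate pH 7.0 with 0.01% (detergent screen) or 0.0001% Triton X-100 was preincubated with compounds for 15 min at room temperature. Nitrocefin was then added from an 800 uM solution, and hydrolysis was followed at 480 nm.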
TbPYK inhibitor: T. brucei pyruvate kinase inhibition; AID 624173; Potency, µM (titrated, usually from 76.8 µM), without a hit: top-dose activity, negative = inhibition, hits mostly inhibitors; Q57TT1; 410,000 tested, 0.12% active; TbPYK enzyme, Kinase-Glo Plus ATP luminescence, 45 min; also: potency is read from the fitted curve at half-maximal effect; nearly all actives have a fitted effect of over 50% in size
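T. brucei PYK with substrate was exposed to pin-transferred compounds across a concentration series, then started with 130 uM ADP (final). After 45 min at room temperature, Kinase-Glo Plus luminescence was read, normalized and curve-fitted.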
HCV inhibitor: inhibitors of hepatitis C virus infection; Huh7.5.1 HCVcc-Cre infection, luciferase reporter, 44 h; Potency, µM (doses to about 41.8 µM), for inactives: top-dose activity change, negative = inhibition, usual class: inhibitors; 340,000 tested, 3.4% active; also: potency is read from the fitted curve at half-maximal effect
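1,000 cells/well; 4 h culture; + compound; + HCVcc-Cre (~0.5 moi); 44 h; luciferase substrate, RT 15 min; read 15 sec.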
AMA1-RON2 inh: AMA1-RON2 (P. falciparum) interaction inhibition; AlphaScreen AMA1-biotinylated RON2 peptide binding; Potency, µM (titrated, usually from 58.2 µM), for inactives: at the top dose activity change, negative = inhibition, usual class: inhibitors; 360,000 tested, 0.2% active;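 also: potency is read from the fitted curve at half-maximal effect; 0% = vehicle wells and -100% = peptide control; nearly all actives have a fitted effect of over 45% in size; some results filed as inactive show a strong effect at the top dose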
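AMA1 (3D7) with his tag at 25 nM final met compounds first, then biotinylated RON2 peptide at 25 nM; detection used donor plus acceptor beads, 10 µg/mL apiece, read by AlphaScreen after 30 min at room temperature.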
LmPK inhibitor: inhibitors of Leishmania mexicana pyruvate kinase; purified LmPK, Kinase-Glo ATP luminescence, 1 h; Potency, µM (highest dose often 57.5 µM), without a hit: top-dose activity change, negative = inhibition, usual class: inhibitors; 290,000 tested, 0.37% active; also: potency is read from the fitted curve at half-maximal effect
Target sequence (Q27686 whole entry, looked up): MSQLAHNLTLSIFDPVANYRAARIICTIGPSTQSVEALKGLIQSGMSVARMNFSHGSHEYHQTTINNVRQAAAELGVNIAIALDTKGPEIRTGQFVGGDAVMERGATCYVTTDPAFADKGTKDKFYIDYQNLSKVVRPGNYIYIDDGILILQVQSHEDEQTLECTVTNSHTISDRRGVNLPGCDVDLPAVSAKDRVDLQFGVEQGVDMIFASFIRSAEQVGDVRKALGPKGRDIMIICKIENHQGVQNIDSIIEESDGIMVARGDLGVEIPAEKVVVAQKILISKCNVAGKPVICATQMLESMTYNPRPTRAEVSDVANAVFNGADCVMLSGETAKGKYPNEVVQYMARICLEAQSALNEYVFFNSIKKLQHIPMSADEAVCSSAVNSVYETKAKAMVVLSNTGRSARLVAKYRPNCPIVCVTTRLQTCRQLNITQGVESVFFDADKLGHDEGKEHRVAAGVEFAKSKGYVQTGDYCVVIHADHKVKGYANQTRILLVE
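Purified LmPK (0.1 nM) converted ADP (0.1 mM) to ATP with PEP (0.5 mM) in imidazole buffer pH 7.2 with KCl and MgCl2, 1 h at room temperature. ATP was read by Kinase-Glo luminescence; data normalized to uninhibited and no-enzyme controls.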
HCMV inh: human cytomegalovirus inhibition; HFF cells, HCMV-luciferase reporter, 72 h; active compounds read low; activity change, negative = inhibition, % at 57.5 µM; 410,000 tested, 4.5% active; in the data active = activity change below about -60%; inconclusive = no clear call, values can overlap the other calls; inactive = above about -39%
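Screen run at 2 compound doses on HFFs infected with reporter HCMV, MOI 1 PFU/cell. Luciferase activity from cell lysates at 72 h post infection gave inhibition relative to buffer-only and Salinomycin wells.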
AmpC inh detg: blocks E. coli AmpC beta-lactamase in detergent assay | AmpC hydrolysis of nitrocefin, absorbance 480 nm, 0.01% Triton | Potency, µM (titrated, usually from 114 µM), for inactives: top-dose activity change, negative = inhibition, usual class: inhibitors | 370,000 tested, 0.041% active | AID 485294;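 also: potency is read from the fitted curve at half-maximal effect; 0% = no-compound wells and -100% = no-enzyme wells; nearly all actives have a fitted effect of over 25% in size; some results filed as inactive show a strong effect at the top dose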
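20 mM phosphate pH 7.0 + 0.01% (detergent screen) or 0.0001% Triton X-100; 5.3 nM AmpC reagent; cpd preinc 15 min RT; nitrocefin (800 uM stock) to start; A480 q20 s × 4 min; Activity was normalised to no-enzyme and no-compound control wells.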
An asterisk follows results filed as active; ? = inconclusive; / = not tested or not shown; [ ] = another dose, or the depositor's remark. Unless noted, calls follow the shape of the dose curve; as a rule, active = well fitted curve in the direction sought with a large enough effect; inconclusive = small, poorly fitted or top-dose-only effect, or another doubt; inactive = no such curve, though single readings can be large; an effect the other way counts as inactive or inconclusive. Unless noted, % is scaled to controls: 0 for no effect and ±100 for the full control effect.

SMILES	AmpC no deterg	TbPYK inhibitor	HCV inhibitor	AMA1-RON2 inh	LmPK inhibitor	HCMV inh	AmpC inh detg
COc1ccccc1CNC(=O)CNC(=O)N1CC(=O)Nc2ccccc21	-20%	0%	5%	4%	-7%	37	-12%
CC(C)CN(C(=O)c1ccc(=O)n(C)n1)c1c(N)n(Cc2ccccc2)c(=O)[nH]c1=O	-14%	3%	3%	6%	/	-16	-15%
O=C(O)CC1c2ccccc2CCN1S(=O)(=O)c1ccccc1 (configuration not stated)	/	-1%	16%	6%	/	-23	/
COCCNC(=O)C(c1ccccc1C)N(C(=O)Cn1nnc2ccccc21)c1cccnc1 (configuration not stated)	-9%	6%	6%	-20%	2%	38	0%
CC1C(=O)Nc2ccc(S(=O)(=O)N3CCN(c4cccc(Cl)c4)CC3)cc2NC1=O (configuration not stated)	-54%	-11%	-10%	-15%	0%	-35	-5%
O=C(NCc1ccccc1Cl)c1ccc(NC(=O)N2CCSc3ccccc32)cc1	/	2%	/	/	/	-19	1%
COc1cccc(NC(=O)N(Cc2cc3cc(C)cc(C)c3[nH]c2=O)CC2COCCO2)c1 (configuration not stated)	137%[activator]	-3%	?	-2%	-1%	25	-16%
CCC(=O)Nc1c(C)cc(C)cc1Cl	-6%	-7%	30%[activator]	0%	-1%	-29	9%
Cc1cc(C)cc(-n2ccnc2SCC(=O)Nc2ccc(C)cc2C)c1	/	5%	/	/	/	-23	9%
CN(C)C(=O)c1cc(C(=O)c2c(F)cccc2F)c[nH]1	2%	-2%	10%	-4%	7%	13	3%
Cc1ccccc1C(=O)Nc1ccc(S(=O)(=O)N2CC(C)OC(C)C2)cc1 (configuration not stated)	-16%	0%	?	0%	8%	-34	-8%
CC(=O)Nc1ccc(S(=O)(=O)N2CCNC(=O)CC2)cc1	-9%	2%	21%	1%	2%	60	3%
CCOC(=O)/C=C/c1ccc(C(F)(F)F)cc1S(=O)(=O)NC(C)(C)C	/	0%	5%	-6%	/	-10	/
CCCc1cc(=O)[nH]c(SCC(=O)c2cc(C)n(C)c2C)n1	-18%	-12%	8%	-10%	1%	-16	-1%
CN(Cc1ccccc1)C(=O)c1ccc([N+](=O)[O-])o1	-20%	5%	?	50%[activator]	3%	-38	2%
CN(CC(=O)NC1CC1)S(=O)(=O)c1ccc(F)cc1	-8%	-3%	14%	-1%	-2%	-24	-7%
CCOc1ccccc1N1CCN(C(=O)CCCc2nc3ccccc3s2)CC1	211%[activator]	1%	?	-7%	5%	45	?
O=C1C=CC(=Nc2ccc(F)cc2)O1	/	?	6%	-2%	/	-16	/
CCCNC1=CC(=O)CC(C)(C)C1	-10%	-5%	-4%	-3%	-1%	50	?
Cc1cc(Cl)c(OCCCn2ccnc2)c(Br)c1	-4%	18%	-12%	-20%	0%	?	1%
CCCCCCn1c(CN2CCCC(C)C2)nc2c1c(=O)n(C)c(=O)n2C (configuration not stated)	-2%	-3%	6%	17%	0%	-25	5%
CC(C)(C)c1ccc(OCC(=O)Nc2ccc(Cl)cc2C(=O)c2ccccc2)cc1	/	-3%	/	/	/	-14	3%
NC(=O)Oc1cccc(OC(N)=O)c1	-13%	0%	3%	1%	-1%	-5	-3%
CC1CN(CCS(=O)(=O)c2cc(Cl)ccc2Cl)CC(C)O1 (configuration not stated)	1%	0%	12%	5%	-1%	?	-13%
NC(=O)c1ccccc1NC(=O)CC12CC3CC(CC(C3)C1)C2	-12%	-2%	-26%	-1%	3%	-39	-13%
CS(=O)(=O)Nc1ccccc1C(=O)Nc1cccc(Cl)c1	-22%	13%	-4%	0%	5%	-67*	-1%
O=C1C(c2ccc(F)cc2)N(Cc2ccccc2Cl)C(=O)CN1C1CCCCC1 (configuration not stated)	/	5%	/	/	/	-18	-2%
O=C1c2cnc3nc(SCc4ccc(Cl)cc4)nn3c2CC2c3ccccc3CCN12 (configuration not stated)	-36%	7%	?	2%	0%	-8	?
CC(=O)N(c1ccc(Cl)cc1)c1c[nH]c2ccccc12	4%	-5%	4%	0%	13%	-2	?
COc1ccc(C2C(C)C3(O)CC(C#N)(C(=O)N3)C2(C#N)C#N)cc1 (configuration not stated)	-17%	0%	15%	-16%	5%	42	2%
CN(C)CCCN(C(=O)c1ccc(Cl)s1)c1nc2cc3c(cc2s1)OCO3	37%	0%	?	-19%	4%	20	-2%
O=C(C1CCCCC1C(=O)N1CCCCC1)N1CCCCC1 (configuration not stated)	/	-5%	-9%	15%	/	4	/
COc1ccccc1CNC(=O)CCNC(=O)Cn1cnc2ccccc2c1=O	-4%	-5%	4%	6%	1%	-3	-9%
COc1ccccc1CCNC(=O)CCn1nc(C)c2c(C)n(-c3ccccc3)nc2c1=O	48%	1%	-11%	-7%	-1%	?	1%
O=C(NC(=S)NCc1ccccc1)c1cccc([N+](=O)[O-])c1	-36%	-1%	0%	30%[activator]	-2%	-3	-13%
CCOc1cc(/C=N\Nc2ncc(F)c(N3CCOCC3)n2)ccc1Oc1nc(Cl)ncc1F	74%[activator]	-10%	10µM*	23%	6%	-73*	1%
C=CCn1c(SCC(=O)NC2CCS(=O)(=O)C2)nc2sc(CC)cc2c1=O (configuration not stated)	-5%	-2%	5%	5%	2%	-6	1%
COc1cc(/C=N/n2c(C)nnc2C)cc(OC)c1OC	-5%	-1%	18%	3%	-3%	-38	-13%
Cc1ccc(NC(=O)c2ccccc2OCc2c(C)noc2C)cc1S(=O)(=O)N(C)C	-3%	5%	-21%	10%[11.6 µM]	/	0	?
O=S(=O)(Oc1ccccc1)c1cccnc1	/	5%	18%	19%	/	-1	/
COc1cccc(OC)c1C(=O)Nc1cccc(NC(=O)c2cccs2)c1	-36%	0%	-23%	-1%	10%	-23	0%
COc1cc2c(cc1OC)C(c1cc(OC)c(OC)c(OC)c1)NCC2 (configuration not stated)	-37%	-7%	?	7%	-1%	-21	-2%
CN(Cc1ccccc1)C(=O)c1ccccc1NC(=O)c1ccccc1	-3%	-24%	11%	3%	4%	-4	?
Cc1cccnc1Nc1nc(-c2ccccc2)cs1	-19%	-12%	16µM*	0%	-14%	185	6%
Cc1ccccc1C(=O)NC1CCN(C(=O)NC2CCCCC2)CC1	-10%	-1%	5%	-6%	5%	-14	-12%
CCC1(O)CC2CN(CCc3c([nH]c4ccccc34)C(C(=O)OC)(c3cc4c(cc3OC)N(C=O)C3C(O)(C(=O)OC)C(OC(C)=O)C5(CC)C=CCN6CCC43C65)C2)C1 (configuration not stated)	/	6%	0%	4%	/	-88*	/
CC(C)Oc1ccc(S(=O)(=O)N2CCOCC2)cc1NC(=O)C(C)Oc1ccc(F)cc1 (configuration not stated)	105%[activator]	3%	?	-7%	/	?	0%
O=C(CN(C(=O)CCC(=O)Nc1nccs1)c1ccc(F)c(Cl)c1)NCC1CCCO1 (configuration not stated)	42%	2%	9%	4%	-1%	-30	-4%
Cc1cnc(C(=O)N2CCN(c3ccc(C(F)(F)F)cn3)CC2)cn1	2%	2%	3%	8%	-6%	-12	10%
CSCCC(NC(=O)c1ccc(Cl)cc1)C(=O)O (configuration not stated)	-15%	-1%	11%	-2%	4%	-31	3%

Next part:
SMILES	AmpC no deterg	TbPYK inhibitor	HCV inhibitor	AMA1-RON2 inh	LmPK inhibitor	HCMV inh	AmpC inh detg
CCOC(=O)c1c(C)[nH]c(CCC(=O)NCc2cccc(OC)c2)c1C	/	1%	/	/	/	?	-3%
Cc1c(NC(=O)c2c(NC(=O)CNC3CC3)sc3c2CCCC3)c(=O)n(-c2ccccc2)n1C	31%	9%	0%	87%[activator]	1%	?	-11%
O=C(COC(=O)c1ccccc1C(=O)c1ccccc1)Nc1ccc(SC(F)F)cc1	-30%	-2%	-27%	0%[11.6 µM]	-2%	-13	-8%
Cc1ccc(-n2ncc3c(=O)[nH]c(SCC(=O)N4CCCCC4)nc32)cc1	-22%	5%	9%	6%	4%	-12	?
Cc1ccnc(NC(=O)/C=C/c2ccccc2Cl)c1	-43%	-3%	?	0%	-26%	-2	5%
CCOCCn1c(CN2CCN(c3ccc(OC)cc3)CC2)nc2c1c(=O)n(C)c(=O)n2C	/	2%	?	2%	/	72	/
Cc1cccc(C(=O)Nc2ccc3nc(SCCOc4ccccc4)sc3c2)c1	/	-4%	/	/	/	-11	20%
O=C(O)c1cc(S(=O)(=O)N2CCCCC2)ccc1N1CCOCC1	-23%	2%	15%	5%[11.6 µM]	/	-18	/
O=C(Nc1ccc(NC(=O)c2cccs2)cn1)c1ccccc1	-26%	1%	-4%	3%	-14%	-4	-2%
CC1(C)C(=O)Nc2ccccc2N1C(=O)COC(=O)c1cccc(O)c1	-29%	-3%	-5%	-4%	/	5	/
O=C(CCNc1cccc(Cl)c1)c1ccco1	-17%	0%	-7%	10%	-2%	-14	?
O=C1C2C3c4ccccc4C(c4ccccc43)[C@@H]2c2nc3ccccc3n21 (some centres not stated)	-12%	-5%	-29%	3%	1%	19	3%
Cc1ccc(N2CCN(C3=NC(=O)/C(=C\c4cccs4)S3)CC2)cc1	-17%	-10%	?	?	6%	11	-1%
Cc1oc2c(c(C)cc3oc(=O)c(CC(=O)N[C@@H](CCCNC(N)=O)C(=O)O)c(C)c32)c1C	-2%	0%	9%	-1%	2%	-21	-4%
CC(C)c1ccc(S(=O)(=O)Nc2ccc3c(c2)OCO3)cc1	-28%	1%	-23%	8%	/	9	/
COc1ccc(CCC(=O)OCC(=O)NCc2ccc3c(c2)OCO3)cc1	0%	3%	2%	-10%	/	0	8%

A stretch of the results above, as a working copy:
SMILES	AmpC no deterg	TbPYK inhibitor	HCV inhibitor	AMA1-RON2 inh	LmPK inhibitor	HCMV inh	AmpC inh detg
Cc1ccc(N2CCN(C3=NC(=O)/C(=C\c4cccs4)S3)CC2)cc1	-17%	-10%	?	?	6%	11	-1%
Cc1oc2c(c(C)cc3oc(=O)c(CC(=O)N[C@@H](CCCNC(N)=O)C(=O)O)c(C)c32)c1C	-2%	0%	9%	-1%	2%	-21	-4%
CC(C)c1ccc(S(=O)(=O)Nc2ccc3c(c2)OCO3)cc1	-28%	1%	-23%	8%	/	9	/
COc1ccc(CCC(=O)OCC(=O)NCc2ccc3c(c2)OCO3)cc1	0%	3%	2%	-10%	/	0	8%
